Assay outcomes from PubChem.
ERG-DNA inh = blocks human ERG Ets domain binding to DNA; fluorescence polarization, His-ERG Ets domain / labelled DNA; Potency, µM (highest dose often 76.9 µM), inactives show top-dose FP activity, negative = inhibition, most hits filed as inhibitors; 0.028% of 370,000 active; active means well fitted inhibition curve with a large enough effect in the polarisation, with a control signal flat; inconclusive means small, poorly fitted or top-dose-only effect, or effect the other way, or a change in a side signal; inactive means no such curve, though single readings can be large or run the other way; the % refers to the polarisation;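 further: polarization taken with two DNA probes labelled with fluorescein and Texas red; potency means the concentration at half of the fitted maximal effect; % of control where 0% means no effect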
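His-tagged ERG Ets domain (1 uM in the protein solution; 300mM KCl, 50mM Tris-HCl, 1mM EDTA, 1mM DTT, pH 7.5) received compound, then a probe mix of 5 nM fluorescein-DNA and 100nM Texas-615-DNA. Fluorescence polarization was read for both dyes.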
Pol iota inh = inhibitors of human DNA polymerase iota | Pol iota fluorescent replication assay, 10 min | Potency, µM (titrated, usually from 115 µM), for the others: at the top dose activity, negative = inhibition, actives largely listed as inhibitors | 1% of 390,000 active; further: potency means the concentration at half of the fitted maximal effect
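Fluorescent replication assay read twice, at 0 min and 10 min after adding 50 nM (final) substrate. Enzyme (10 nM) and compounds were first incubated 15 min at room temperature; enzyme-free buffer wells were negative controls.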
BLM inh = blocks DNA unwinding by human BLM helicase; 0.2% of 350,000 active; recombinant BLM DNA unwinding, fluorescence dequenching; AID 2528; P54132; Potency, µM (doses to about 56.1 µM), inactives show at the highest dose activity change, negative = inhibition, most hits filed as inhibitors;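 further: potency means the concentration at half of the fitted maximal effect; plate controls were vehicle for no effect and no enzyme for full effect; nearly all actives have a fitted effect of over 35% in size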
Target sequence (P54132 whole entry, looked up): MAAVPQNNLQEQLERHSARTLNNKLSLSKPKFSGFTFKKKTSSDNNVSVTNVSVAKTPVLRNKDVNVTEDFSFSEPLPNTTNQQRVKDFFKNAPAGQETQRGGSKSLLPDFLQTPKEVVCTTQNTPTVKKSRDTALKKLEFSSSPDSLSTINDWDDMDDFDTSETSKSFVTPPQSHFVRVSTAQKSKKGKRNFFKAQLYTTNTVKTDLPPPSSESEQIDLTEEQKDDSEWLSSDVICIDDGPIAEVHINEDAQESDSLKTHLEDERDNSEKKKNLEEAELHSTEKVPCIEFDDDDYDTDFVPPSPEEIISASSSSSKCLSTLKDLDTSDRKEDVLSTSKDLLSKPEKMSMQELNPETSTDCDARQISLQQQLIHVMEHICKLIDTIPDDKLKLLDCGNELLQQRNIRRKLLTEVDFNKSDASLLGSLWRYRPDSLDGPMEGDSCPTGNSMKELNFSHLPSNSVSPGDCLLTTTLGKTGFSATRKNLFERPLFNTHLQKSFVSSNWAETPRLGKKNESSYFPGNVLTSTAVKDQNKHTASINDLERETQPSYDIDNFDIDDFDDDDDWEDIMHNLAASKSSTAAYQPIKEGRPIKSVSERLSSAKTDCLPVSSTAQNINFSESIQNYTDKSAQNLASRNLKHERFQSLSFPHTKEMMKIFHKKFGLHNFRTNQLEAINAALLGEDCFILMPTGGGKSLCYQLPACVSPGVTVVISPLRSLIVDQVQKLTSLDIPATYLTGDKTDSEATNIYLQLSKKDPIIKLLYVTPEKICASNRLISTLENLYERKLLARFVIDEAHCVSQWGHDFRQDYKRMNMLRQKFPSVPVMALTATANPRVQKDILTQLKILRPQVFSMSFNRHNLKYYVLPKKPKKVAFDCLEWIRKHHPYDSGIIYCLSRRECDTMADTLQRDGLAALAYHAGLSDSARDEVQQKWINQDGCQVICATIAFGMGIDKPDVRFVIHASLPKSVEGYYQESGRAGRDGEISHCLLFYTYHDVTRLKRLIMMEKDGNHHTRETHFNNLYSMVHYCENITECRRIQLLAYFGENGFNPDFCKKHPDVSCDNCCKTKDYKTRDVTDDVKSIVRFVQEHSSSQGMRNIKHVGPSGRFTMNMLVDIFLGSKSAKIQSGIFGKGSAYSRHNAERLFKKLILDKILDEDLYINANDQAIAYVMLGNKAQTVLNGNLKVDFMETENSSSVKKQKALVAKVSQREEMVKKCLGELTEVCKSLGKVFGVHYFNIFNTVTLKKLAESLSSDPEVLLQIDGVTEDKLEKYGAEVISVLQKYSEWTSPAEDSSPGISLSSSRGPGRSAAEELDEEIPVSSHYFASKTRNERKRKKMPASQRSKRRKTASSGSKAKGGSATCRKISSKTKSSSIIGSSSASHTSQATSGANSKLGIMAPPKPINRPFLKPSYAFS
Pol beta inh = DNA polymerase beta (human) inhibition; P06746; Pol beta primer extension/strand displacement, fluorescence kinetic; Potency, µM (top dose mostly 114 µM), for the others: top-dose activity change, negative = inhibition, usual class: inhibitors; 1.3% of 340,000 active; further: potency means the concentration at half of the fitted maximal effect; on the % scale 0 is the no-effect control and ±100 the full control effect
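Values derive from four-parameter Hill fits of normalized kinetic data: reads at 0 and 10 min following addition of 50 nM substrate to 10 nM Pol beta preincubated 15 min with compound.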
APE1 inh = blocks human APE1 abasic DNA cleavage | P27695 | recombinant APE1, TAMRA/BHQ-2 abasic DNA cleavage fluorescence | Potency, µM (top dose mostly 65.8 µM), without a hit: at the highest dose activity change, negative = inhibition, hits mostly inhibitors | 0.35% of 350,000 active;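 further: potency means the concentration at half of the fitted maximal effect; plate controls were vehicle for no effect and reference inhibitor for full effect; nearly all actives have a fitted effect of over 55% in size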
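APE1 at 0.75 nM final was preincubated with compound 15 min at room temperature, then 50 nM double-stranded THF abasic-site substrate (5'-TAMRA/3'-BHQ-2) was added. Fluorescence (ex 525/em 598 nm) was read kinetically; third-minus-first read gave activity.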
12-LOX inh = inhibitors of human 12S-lipoxygenase ALOX12; P18054; purified 12hLO, xylenol orange hydroperoxide absorbance; Potency, µM (top dose mostly 108 µM), without a hit: at the highest dose activity change, negative = inhibition, usual class: inhibitors; 1.1% of 580,000 active; AID 1671190; further: potency means the concentration at half of the fitted maximal effect; on the % scale 0 is the no-effect control and ±100 the full control effect
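Hydroperoxide product was detected by ferrous iron/xylenol orange as the 573 to 405 nm absorbance ratio. Arachidonic acid at 40 uM (final) was turned over for 30 min at room temperature by 150 nM human 12hLO, pH 7.0 Hepes buffer, after 15 min compound preincubation.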
TRHR ag = agonists of human TRH receptor; P34981; TRHR cells, calcium flux fluo-8, FDSS agonist mode; activation, % at 2 µM; 0.18% of 360,000 active; in the data active means activation above about 30%; further: 0% is about no effect
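Agonist-mode FDSS calcium read (Ex 480/Em 530, 1 s cycles) in 1536-well TRHR cells with fluo-8 dye, after 10-cycle baseline and 23 nL compound addition; TRH at EC20 (10 nM final) added afterwards for the enhancer phase.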
Apoferritin bind = candidate novel general anesthetic via apoferritin binding | P02791 | Potency, µM (series often up to 77.5 µM), for inactives: top-dose activity change, negative = displacement, actives largely listed as inhibitors | 0.074% of 350,000 active | AID 485281 | apoferritin/1-aminoanthracene competitive binding, fluorescence; further: potency means the concentration at half of the fitted maximal effect; on the % scale 0 is the no-effect control and ±100 the full control effect; nearly all actives have a fitted effect of over 20% in size
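Horse-spleen apoferritin (10 uM) was mixed with 50% saturated 1-aminoanthracene in PBS, exposed to compounds for 10 min at room temperature, and read for fluorescence (ex 380 nm, em 535 nm). Competitive displacement was fitted with a four-parameter Hill equation.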
POLK inh = blocks human DNA polymerase kappa activity; Q9UBT6; purified Pol kappa, fluorescent DNA synthesis assay, 10 min; Potency, µM (highest dose often 107 µM), for the others: at the highest dose activity, negative = inhibition, hits mostly inhibitors; 0.53% of 400,000 active; further: potency means the concentration at half of the fitted maximal effect; on the % scale 0 is the no-effect control and ±100 the full control effect
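Enzyme at 10 nM met test compounds for 15 min at room temperature. Substrate addition (50 nM final) began the reaction, which was monitored by fluorescence at 0 and 10 min.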
* marks the source's active call; other numbers are inactive results; ? = inconclusive; · = not tested or not shown; & = joins results of further samples; [ ] = remark or other dose. Unless noted, the call rests on the fitted dose curve; in most records, active means well fitted curve in the direction sought with a large enough effect; inconclusive means small, poorly fitted or top-dose-only effect, or another doubt; inactive means no such curve, though single readings can be large; an effect the other way counts as inactive or inconclusive. A portion of the library; count on the stated rates, not on these rows.

SMILES	ERG-DNA inh	Pol iota inh	BLM inh	Pol beta inh	APE1 inh	12-LOX inh	TRHR ag	Apoferritin bind	POLK inh
CC(=O)Oc1ccc(NC(=O)Cc2ccccc2)cc1	-1%	21%	3%	12%	0%	-3%	-1.1	-10%	-10%
CSCCC(NS(=O)(=O)c1ccc(Cl)cc1)C(=O)O (configuration not stated)	-5%	27%	-3%	-9%	2%	-3%	0.2	-9%	-1%
CCc1ccccc1OCc1nc2ccc(S(=O)(=O)N3CCOCC3)cc2[nH]1	-1%	-5%	-12%	8%	0%	-23%	-0.6	?	-4%
O=C(NCCCN1CCOCC1)c1ccc(S(=O)(=O)Nc2ccccc2)cc1	2%	-2%	·	·	-8%	-3%	0.6	·	-16%
COc1ccc2c(CC(=O)Nc3ccc(OC)nc3)coc2c1	3%	116%[activator]	-3%	-24%	-3%	-18%	0.3	-7%	-21%
O=C(c1cccc(F)c1)N1CCC2(CC1)NCCc1[nH]cnc12	4%	?	-2%	37%	2%	-1%	0.0	-7%	-6%
O=C(OCc1nnc(-c2ccccc2)o1)c1ccc([N+](=O)[O-])s1	2%	?	·	·	?	140%[activator]	-0.8	·	-33%
CN(C)C(=O)Cn1c(SCC(=O)NCc2ccc3c(c2)OCO3)nc2ccccc21	-6%	10%	3%	1%	16%	9%	0.5	8%	0%
C=C(C)n1c(=O)n(Cc2ccccc2C)c2ccccc21	-2%	14%	-6%	1%	44%	14%	-0.5	?	14%
O=C(CN1CCN(c2ccccn2)CC1)NC1CCCC1	7%	21%	-3%	16%	4%	26%	1.2	-7%	5%
CC1=NN(c2ccc(C)cc2C)C(=O)C1C(c1ccccc1)C1C(=O)N(c2ccc(C)cc2C)N=C1C (configuration not stated)	2%	-99%	-7%	19%	?	·	-0.4	-18%	-10%
COC(=O)[C@]1(C)CCC[C@@]2(C)C3CC[C@]4(OC(C)=O)C[C@@]3(CCC21)CC4=O (some centres not stated)	-4%	5%	·	·	-3%	-58%	-1.0	·	-5%
CCOc1ccc(C(=O)Nc2c3c(nn2-c2ccccc2)CS(=O)(=O)C3)cc1	2%	20%	-7%	-8%	3%	78%[activator]	0.2	-8%	-16%
COC(=O)c1ccc(C(=O)OC)c(NC(=S)N2CCN(c3ccccc3)CC2)c1	·	2%	-10%	0%	-3%	27%	-0.8	-7%	-5%
COc1ccccc1CCNC(=O)Cc1ccc(NC(=O)N2CCSc3ncccc32)cc1	-2%	5%	-3%	?	·	-8%	0.1	-8%	-20%
CC(=O)Nc1ccc(S(=O)(=O)N(Cc2ccco2)Cc2cc3ccccc3[nH]c2=O)cc1	16%	17%	2%	-11%	47%	10%	2.4	-24%	10%
CCCCN1C(=O)C(CC(=O)NCC)SC1=Nc1ccccc1 (configuration not stated)	3%	3%	-1%	5%	0%	-20%	0.4	-3%	-15%
COc1cccc(CNC(=O)C2CCN(S(=O)(=O)c3ccc4c(c3)CC(C)N4C(C)=O)CC2)c1 (configuration not stated)	10%	36%[activator]	-1%	1%	-7%	6%	-0.5	-7%	-2%
CC(C#N)(NC(=O)CN1CCN(S(=O)(=O)c2cc(C(F)(F)F)ccc2Cl)CC1)C1CC1 (configuration not stated)	-7%	11%	·	·	11%	?	0.0	·	-14%
COc1ccc(-c2noc(-c3cccnc3)n2)cc1OC	8%	43%[activator]	3%	13%	0%	0%	-0.1	-9%	0%
COc1ccc(NC(=O)/C(C#N)=C/c2ccc(-c3ccccc3C(=O)O)o2)cc1	4%	18%	-3%	23%	7%	0%	0.0	?	-22%
COc1ccccc1N1CCN(C(c2ccc(F)cc2)c2nnnn2C(C)C)CC1 (configuration not stated)	2%	20%	-3%	-8%	1%	0%	0.4	-23%	-6%
CCOc1ccc(S(=O)(=O)N2CCN(C(=O)c3sccc3C)CC2)cc1	-8%	18%	-4%	24%	20%	7%	-0.8	-10%	-5%
CCOC(=O)c1cnc2c(C)cc(Cl)cc2c1NCCCN1CCOCC1	-8%	13%	7%	23%	11%	0%	-0.1	-5%	3%
Nc1n[nH]c(C(F)(F)F)c1-c1ccccc1	-3%	-2%	3%	13%	-5%	-5%	-3.9	-8%	-2%
CCOc1ccc(N(CC(=O)NCc2ccc(OC)cc2)S(C)(=O)=O)cc1	-6%	-10%	2%	-15%	29%	3%	-0.1	-5%	5%
C[C@@H]1CC=C[C@H]2[C@H]1C(=O)N(Cc1ccccc1)[C@H]2c1ccc(C(F)(F)F)cc1	-9%	7%	-9%	5%	-2%	0%	-0.3	-9%	-21%
Cc1nnc(N/N=C/c2ccc(Br)cc2)n1N	41%[activator]	?	5%	35%	-14%	0%	-0.1	-17%	-27%
O=[N+]([O-])c1cccc(COc2ccccc2CN2CCCC2)c1	3%	-8%	·	·	·	4%	·	·	-8%
O=C(Nc1nsc(-c2ccccc2)n1)c1cccs1	1%	1%	0%	1%	-1%	-4%	-0.9	-16%	0%

Of the compounds above, 3 have a Cl atom:
SMILES	ERG-DNA inh	Pol iota inh	BLM inh	Pol beta inh	APE1 inh	12-LOX inh	TRHR ag	Apoferritin bind	POLK inh
CSCCC(NS(=O)(=O)c1ccc(Cl)cc1)C(=O)O (configuration not stated)	-5%	27%	-3%	-9%	2%	-3%	0.2	-9%	-1%
CC(C#N)(NC(=O)CN1CCN(S(=O)(=O)c2cc(C(F)(F)F)ccc2Cl)CC1)C1CC1 (configuration not stated)	-7%	11%	·	·	11%	?	0.0	·	-14%
CCOC(=O)c1cnc2c(C)cc(Cl)cc2c1NCCCN1CCOCC1	-8%	13%	7%	23%	11%	0%	-0.1	-5%	3%

Other compounds.
SMILES	ERG-DNA inh	Pol iota inh	BLM inh	Pol beta inh	APE1 inh	12-LOX inh	TRHR ag	Apoferritin bind	POLK inh
O=C1CC(c2cccc(Cl)c2Cl)c2cc3c(cc2N1)OCCO3 (configuration not stated)	-2%	?	-5%	7%	·	-22%	1.1	-2%	11%
CCNC(=O)NCc1c(C)c(C)n(Cc2ccccc2)c1-n1cccc1	19%	-20%	-8%	24%	3%	-2%	0.0	-12%	-16%
CCOc1cccc2sc(N(Cc3cccnc3)C(=O)c3ccco3)nc12	15%	102%[activator]	0%	12%	·	-10%	-0.3	155%[activator]	-6%[60.1 µM]
CN(C)C(CNc1ncnc2sccc12)c1cccs1 (configuration not stated)	10%	-1%	-3%	-15%	1%	-1%	0.1	-13%	-1%
CCOc1cc(/C=N/NC(N)=S)cc(Br)c1OCc1ccccc1C	9%	15%	0%	24%	10%	·	0.0	-19%	-11%
COc1cc2c(cc1OC)CN(C(=O)/C=C/c1cccc([N+](=O)[O-])c1)CC2	13%	60%[activator]	-2%	0%	39%[activator]	?	-1.6	-7%	-9%
COc1cc(NC(=O)COC(=O)/C=C/c2ccc(Cl)cc2Cl)cc(OC)c1	-1%	8%	-2%	14%	3%	-18%	1.0	-6%	0%
O=C1C=C(c2ccc3ccccc3c2)C[C@@H](c2ccc(Cl)cc2)C1	0%	34%[activator]	·	·	15%	2%	-0.1	·	9%
COc1ccc(CNC(=O)c2c[nH]c3c(OC)cc(OC)cc3c2=O)cc1	8%	9%	-5%	6%	-11%	8%	-0.4	-3%	3%
O=C(NCc1cccs1)C1CCN(S(=O)(=O)c2ccc(Cl)cc2)CC1	6%	83%[activator]	2%	-8%	7%	-3%	-0.9	-14%	-9%
O=C1CC(c2ccccc2Cl)CC(O)=C1C=Nc1ccccc1 (configuration not stated)	-2%	114%[activator]	0%	27%	24%	13%	0.0	-12%	-5%
FC(F)(F)c1cccc(N/N=C/c2ccccc2)c1	-2%	7%	-8%	1%	1%	3.5µM*	0.2	-13%	-20%
CC(C)CNC(=O)c1ccccc1-c1ccccc1C(=O)O	-4%	24%	-3%	4%	-1%	63%[activator]	0.3	-11%	0%
O=C(O)c1ccc(NCc2nc3ccccc3n2Cc2ccccc2)cc1	-5%	1%	-3%	-16%	-4%	-8%	0.0	-1%	-16%
CN(C)S(=O)(=O)c1ccc(Cl)c(NC(=O)COC(=O)CNS(=O)(=O)c2c(F)cccc2F)c1	20%	16%	·	·	·	374%[activator]	·	·	3%
O=C(C[n+]1cc(-c2ccccc2)n2c1CCCCC2)c1ccc(Cl)cc1	1%	14%	-2%	30%	2%	-3%	0.6	8%	-2%
N#Cc1cnn2c1nc(N1CCOCC1)c1ccccc12	-3%	12%	0%	7%	-5%	-16%	-0.2	-9%	-15%
COc1ccc(Nc2ccccc2NC(=O)c2ccccc2Br)cc1	11%	112%[activator]	-5%	0%	36%	-14%&-50%	-0.5	-9%	-6%
CC(NC(=O)c1cccc(F)c1)C1CC2CCC1C2 (configuration not stated)	4%	15%	·	·	·	142%[activator]	·	·	-14%
Nc1nonc1OCCOCCOCCOc1nonc1N	2%	44%[activator]	1%	3%	?	1%	0.2	0%	-6%
O=C(Oc1ccccc1/C=C\C(=O)c1cc2ccccc2o1)c1cccc(F)c1	-4%	119%[activator]	-8%	1%	4%	-10%	-1.5	4%	-20%
O=C(NCc1ccco1)C1CC2CCC1C2 (configuration not stated)	·	89µM*	-1%	-1%	2%	2%	-0.4	?	-10%
Nc1c(C2=NCCO2)nnn1Cc1ccccc1	-5%	10%	0%	1%	-6%	-2%	-0.1	8%	6%
Cc1cccc(N2CC(C(=O)Nc3nnc(SCC(=O)NCC4CCCO4)s3)CC2=O)c1 (configuration not stated)	7%	?	-16%	-15%	-7%	?	0.7	-16%	?
O=C1CCCCC(=O)N(c2ccccc2)c2ccccc21	6%	-1%	-6%	13%	20%	0%	0.0	-21%	-9%
Cc1ccc(NC(=O)c2ccccc2N(C)S(=O)(=O)c2ccccc2)c(C)c1	-22%	11%	0%	0%	0%	0%	-0.1	-7%	-22%
